# Assay outcomes as filed in PubChem.
# MITF inh – blocks human microphthalmia-associated transcription factor. O75030. AlphaScreen MITF homodimerization, bead proximity signal. inhibition, % at 2.6 µM. actives 0.91% (n = 650,000). AID 1259374; in the data active = inhibition above about 50%;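 also: 0% = vehicle wells with protein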
# TEAD-YAP block – TEAD-YAP interaction inhibition | actives 1.4% (n = 640,000) | HEK-TIYL cells, TEAD-Gal4/YAP UAS-luciferase luminescence | AID 1259422 | inhibition, % at 9.12 µM; in the data active = inhibition above about 32%;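 also: 0% = median of test compound wells and 100% = reference inhibitor wells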
# GPR151 ag – activates the human receptor GPR151; Q8TDV0; AID 1508602; activation, % at 11.2 µM; actives 1% (n = 650,000); PathHunter beta-arrestin GPR151 cells, luminescence; in the data active = activation above about 4.9%;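 also: 0% = median of compound wells and 100% = cells with positive control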
# Target sequence (Q8TDV0 whole entry, looked up): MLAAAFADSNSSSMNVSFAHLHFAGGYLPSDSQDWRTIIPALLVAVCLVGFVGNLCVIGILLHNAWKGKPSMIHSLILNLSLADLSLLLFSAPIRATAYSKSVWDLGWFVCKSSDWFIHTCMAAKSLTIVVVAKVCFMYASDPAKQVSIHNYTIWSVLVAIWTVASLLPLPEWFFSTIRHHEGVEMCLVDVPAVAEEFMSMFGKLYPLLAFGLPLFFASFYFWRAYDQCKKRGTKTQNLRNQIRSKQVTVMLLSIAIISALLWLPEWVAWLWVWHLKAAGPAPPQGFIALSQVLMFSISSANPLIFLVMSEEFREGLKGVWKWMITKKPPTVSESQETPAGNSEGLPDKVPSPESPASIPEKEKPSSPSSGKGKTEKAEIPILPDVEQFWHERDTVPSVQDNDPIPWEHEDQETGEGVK
# FBW7 activator – activators of human E3 ligase FBW7; normalized activity (activation), % at 26.1 µM; AlphaScreen FBW7–phospho-cyclin E peptide binding, activator screen; AID 1259310; actives 0.13% (n = 650,000); Q969H0; in the data active = normalized activity above about 1.9%;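 also: purified mutant Fbw7 with reduced substrate affinity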
# Target sequence (Q969H0 whole entry, looked up): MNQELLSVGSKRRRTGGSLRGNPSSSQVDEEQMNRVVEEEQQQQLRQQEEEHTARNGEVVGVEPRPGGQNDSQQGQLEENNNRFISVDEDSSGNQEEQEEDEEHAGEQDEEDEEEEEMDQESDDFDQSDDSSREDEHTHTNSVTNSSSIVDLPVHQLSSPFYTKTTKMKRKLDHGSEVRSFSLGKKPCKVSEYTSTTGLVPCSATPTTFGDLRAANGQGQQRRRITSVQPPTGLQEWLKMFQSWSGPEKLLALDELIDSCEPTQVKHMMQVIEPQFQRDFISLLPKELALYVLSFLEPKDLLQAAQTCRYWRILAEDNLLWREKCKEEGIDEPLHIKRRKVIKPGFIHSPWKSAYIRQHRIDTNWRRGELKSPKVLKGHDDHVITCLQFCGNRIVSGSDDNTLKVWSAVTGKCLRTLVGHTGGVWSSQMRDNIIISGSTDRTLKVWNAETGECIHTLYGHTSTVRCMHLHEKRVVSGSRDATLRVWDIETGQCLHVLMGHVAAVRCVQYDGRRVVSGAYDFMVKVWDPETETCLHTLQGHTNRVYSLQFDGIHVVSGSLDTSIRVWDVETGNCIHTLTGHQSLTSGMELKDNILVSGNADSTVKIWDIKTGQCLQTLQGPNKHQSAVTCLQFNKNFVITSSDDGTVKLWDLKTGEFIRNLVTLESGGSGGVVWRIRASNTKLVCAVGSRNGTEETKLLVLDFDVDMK
# * hit, by the source's call; . = not tested or not shown.
SMILES,MITF inh,TEAD-YAP block,GPR151 ag,FBW7 activator
CCOC(=O)c1ccc(-n2ncc(C(=O)OCC)c2N)cc1,4,-3,-1.8,-0.2
O=C(c1ccc(Cl)cc1)N1CCCCCC1,9,6,-0.4,0.8
COc1ccc2[nH]cc(NC(=O)N3CCC(O)(c4cccnc4)CC3)c(=O)c2n1,-6,0,0.5,0.1
COc1cccc(C(=O)Nc2nn3c(-c4ccc(C)cc4)nnc3s2)c1,-2,-3,0.8,0.0
O=C(c1csc(Nc2cccc3ccccc23)n1)N1CCCC1,77*,8,-0.9,0.7
O=C1C2C(c3ccccc3)C=CC(c3ccccc3)C2C(=O)N1c1cccc([N+](=O)[O-])c1 (stereo unspecified),1,3,0.0,0.1
CCN(CC)S(=O)(=O)c1ccc(Cl)c(C(=O)OC)c1,2,-5,-0.5,-0.2
CCOC(=O)N1CCN(c2cc(C)nc3c(-c4ccccc4OC)c(C)nn23)CC1,6,14,1.4,0.4
CC(=O)c1ccc(NC(=O)CNC2CCCCC2)cc1,28,-11,-0.3,-0.1
Cc1cc(C)c(S(=O)(=O)N(CC(=O)N2CCCC2)C2CCCCC2)c(C)c1,1,9,-0.1,-0.1
CC(C)(C)c1ccc(OCCNC(=O)c2cccnc2)cc1,3,1,-0.9,0.5
Cc1nnc(SCC(=O)Nc2cccc(C(F)(F)F)c2)n(N)c1=O,-13,-3,0.2,-0.3
O=C(NCCN1CCOCC1)c1cnc(Nc2ccc(C(F)(F)F)cc2)s1,-11,-8,1.1,0.3
O=C(/C=C/c1ccccc1)N1CCC(n2cnc3ccccc32)CC1,14,-15,-0.2,0.1
CCOc1ccc(-c2nnc(SCC(=O)NC(C)(C)C)nc2-c2ccc(OCC)c(OC)c2)cc1OC,-5,-3,-0.2,0.1
COc1c(C)cc(Br)cc1C(=O)Nc1ccccc1N1CCN(C(C)=O)CC1,8,3,-0.9,-0.2
CC(C)c1cc(=O)[nH]c(-n2nc(-c3ccco3)cc2NC(=O)c2cccc(Cl)c2)n1,2,5,3.6,-0.1
CCn1c(CNC(=O)Cc2ccc(OC)cc2)nnc1SCC(=O)Nc1nccs1,10,8,2.3,0.1
Cc1cc(C)c2nc(-c3ccncc3)cc(C(=O)Nc3ccc(S(N)(=O)=O)cc3)c2c1,-2,4,0.0,-0.1
CCCCCCc1cc2c3c(c(=O)oc2cc1OCc1ccc(C(=O)O)o1)CCCC3,7,11,2.8,-0.4
N#Cc1ccccc1OCC(=O)OCC(=O)Nc1ccccc1C(F)(F)F,-3,-11,-0.6,0.0
O=C(Nc1ccc(-c2cn[nH]c2)cc1OCCCO)C1COc2ccccc2O1 (stereo unspecified),6,2,1.5,0.0
CN1CCN(c2cc(-c3ccncc3)nc(-c3ccncc3)n2)CC1,11,38*,-1.5,-0.2
O=C1C(Cl)=C(Cl)C(=O)N1c1ccc(Br)cc1,24,3,0.4,0.0
CN(C)S(=O)(=O)c1ccc(C(=O)OCC(=O)NC(C)(C)C)cc1,3,7,2.4,0.8
CC(C)(C)c1ccc(C(=O)Nc2cccc(C#N)c2)cc1,1,-62,-1.5,-0.2
CCOc1ccccc1/C=C(\C#N)c1nc2ccccc2n1C,1,1,0.6,0.1
COP(=O)(CN(CCc1ccc(Cl)cc1)C(=O)Nc1ccc(Cl)c(Cl)c1)OC,-1,2,0.3,0.0
CCCN(CCC)c1ccc(/C=N/NC(=O)CNC(=O)c2ccc3c(c2)OCO3)cc1,-13,20,-0.3,0.0
COc1ccc(/C=C/C(=O)Oc2ccc(Br)cc2)cc1,3,8,2.1,0.7
O=C(CSc1ccc(-c2ccc(F)cc2)nn1)Nc1ccc(F)cc1F,-13,-6,-8.1,0.1
Cc1ccccc1S(=O)(=O)Nc1ccccc1C(=O)NN,-1,0,0.0,0.1
O=C(c1cnn2c1NC(c1cccs1)CC2C(F)(F)F)N1CCSCC1 (stereo unspecified),-12,-3,-0.6,0.2
COc1ccc(C(=O)CSc2ccccc2C(=O)O)cc1,13,-18,-5.0,0.0
CC(=O)c1ccc(NC(=O)c2ccc3c(c2)C(=O)N(c2ccccc2C)C3=O)cc1,-19,-14,3.5,0.1
O=C(NC1CCSC1=O)c1ccc([N+](=O)[O-])cc1Cl (stereo unspecified),-5,1,1.1,-0.1
N#C/C(=C\c1ccc([N+](=O)[O-])cc1)c1nc(-c2ccccc2)cs1,6,-1,1.4,0.7
CCCCC[C@H](O)/C=C/[C@H]1C=CC(=O)[C@@H]1CCCCCCC(=O)NCCCCCNC(=O)CCCCC1SC[C@@H]2NC(=O)N[C@H]12 (stereo partly specified),124*,.,-2.3,.
CC(=O)Nc1ccc(NC(=O)/C=C/c2cccs2)cc1,0,-21,0.6,-0.2
Cc1cc(C)n(CCNc2nc3nonc3nc2N2CCCCC2)n1,2,-3,-1.0,-0.1
CC(=O)c1cc2c(cc1NC(=O)CSc1nc3cc(Cl)ccc3s1)OCO2,-25,2,-0.6,0.1
COc1ccc(-c2nnc3sc(NC(=O)c4cccc(F)c4)nn23)cc1OC,-8,-8,0.7,0.1
CC(=O)/C(=N\Nc1ccc(S(N)(=O)=O)cc1)C(=S)Nc1ccccc1,9,-8,-0.1,0.0
COc1cccc(NC(=O)COc2cc(C)ccc2C(C)C)c1,-10,-8,-1.6,0.0
CCC(=O)c1ccc(OCC(N)=O)cc1,6,5,0.2,0.0
Cc1cccc(OCC(=O)Nc2c[nH]c(=O)[nH]c2=O)c1,4,-5,0.6,-0.1
CCOC(=O)C1=C(O)/C(=C/c2cccc(O)c2)SC1=Nc1ccc(OC)cc1,7,-2,0.3,-0.2
NC(=O)c1cc(Cc2ccccc2)sc1NC(=O)c1cc2ccccc2oc1=O,-5,-5,1.2,0.0
COc1cccc(NC(=O)CCNS(=O)(=O)c2cccc3nonc23)c1,12,10,0.2,0.0
Cc1ccccc1OCC(=O)Nc1ccc(C(=O)OCC(C)C)cc1,-10,6,-0.5,0.1

# Next results follow:
SMILES,MITF inh,TEAD-YAP block,GPR151 ag,FBW7 activator
CCOC(=O)COc1c(Br)cc(C=O)cc1OCC,-11,-11,-0.1,0.0
Clc1cccc(CSc2ccc3nnc(-c4ccncc4)n3n2)c1,-4,-1,-0.4,0.0
Cc1cccc(-n2cc(-c3ccccc3)c3c(NCc4ccccn4)ncnc32)c1,-1,-20,1.8,0.1
COc1ccc(-n2c(=O)c3c4c(sc3n(C)c2=O)CN(C(C)=O)CC4)cc1,9,2,0.8,0.5
NNC(=O)C1CC(O)CN1S(=O)(=O)c1ccc2ccccc2c1 (stereo unspecified),14,4,0.1,0.0
Cc1ccc(C(C)C)c(OCC(=O)Nc2ccc3c(c2)OCCO3)c1,9,-22,0.2,-0.1
Cc1c(C(=O)c2ccc(C#N)cc2)c2ccccn2c1CCC#N,9,-5,0.0,-0.2
CN(C)c1ccc(NC(=O)CSc2nc3ccccc3c(=O)n2Cc2cccs2)cc1,9,14,-0.8,1.1
Cc1c(CCC(C)C)c(NCCN2CCOCC2)n2c(nc3ccccc32)c1C#N,-2,-17,0.1,0.2
COC(=O)c1cc(-c2cccs2)nc2ccccc12,-1,2,1.5,-0.1
O=C(Nc1ccc(O)cc1)c1ccc(N2C(=O)c3ccc([N+](=O)[O-])cc3C2=O)cc1,-4,11,0.7,-0.3
Cc1[nH]c2ccccc2c1C(=O)COC(=O)C1CC(=O)N(Cc2ccco2)C1 (stereo unspecified),11,-1,-1.3,-0.2
O=C(CCc1ccccc1)Nc1ccnn1C1CCN(Cc2cc3ccccc3[nH]2)CC1,2,7,2.1,0.0
CCCN1C(=O)C(C)(C)COc2cc(NC(=O)COc3ccccc3C)ccc21,14,9,-0.4,0.3
COC(=O)CNC(=O)c1cn(-c2ccccc2)nc1-c1cccc(Br)c1,-2,-17,0.1,-0.1
CN1CCC(N(C)P2(=O)C=C(c3ccccc3)SC(c3ccccc3)=C2)CC1,3,1,0.8,0.0
NC(=O)c1c(NC(=O)c2ccc(-c3ccccc3)cc2)sc2c1CCCC2,-3,5,-0.4,0.1
COc1ccc(CNCc2cccnc2)cc1OC,3,8,-0.5,-0.1
O=C1NC2(CCN(C(=O)c3ccco3)CC2)Oc2ccccc21,0,0,-0.6,-0.1
CCCNC(=O)CN(CCc1ccccc1)S(C)(=O)=O,-12,-5,-0.5,-0.2

# A draw from above in order of SMILES length, rising.
SMILES,MITF inh,TEAD-YAP block,GPR151 ag,FBW7 activator
O=C1C(Cl)=C(Cl)C(=O)N1c1ccc(Br)cc1,24,3,0.4,0.0
N#Cc1ccccc1OCC(=O)OCC(=O)Nc1ccccc1C(F)(F)F,-3,-11,-0.6,0.0
COc1ccc(-c2nnc3sc(NC(=O)c4cccc(F)c4)nn23)cc1OC,-8,-8,0.7,0.1

# (more compounds)
SMILES,MITF inh,TEAD-YAP block,GPR151 ag,FBW7 activator
CCOC(=O)c1sc2nc(-c3ccc(C)cc3C)cc(-c3ccccc3)c2c1N,13,6,0.5,0.0
O=C(c1cc2ccccc2o1)N1CCC(c2ccccc2)C1 (stereo unspecified),12,-36,-0.8,0.2
CCOc1cccc(N2C(=O)NC(=O)/C(=C/c3cn(CC(=O)OC)c4ccccc34)C2=O)c1,27,7,1.0,0.1
Clc1cccc(OCCN2CCOCC2)c1,47,-4,-2.0,0.1
CC(=O)NCc1nnc2n1CCN(Cc1ccc(CC(C)C)cc1)CC2,-4,-5,1.9,-0.1
COc1ccccc1NC(=O)Cn1ccn(-c2cccc(Cl)c2)c(=O)c1=O,-3,2,-2.1,0.0
CCOC(=O)Nc1cccc(OCc2ccc(C#N)cc2)c1,16,-5,0.0,0.7
C/C(=N\O)C(=O)c1ccc(Br)cc1,12,-6,-0.4,-0.2
COc1ccc(OC)c(N2C(=O)C3C4CCC(C4)C3C2=O)c1 (stereo unspecified),11,4,1.2,0.0
Cc1ccc(CN(Cc2cccnc2)C(=S)Nc2ccc(Cl)cc2)cc1,-8,-5,0.5,-0.2

# Four entries from above, bar-delimited.
structure | MITF inh | TEAD-YAP block | GPR151 ag | FBW7 activator
Clc1cccc(OCCN2CCOCC2)c1 | 47 | -4 | -2.0 | 0.1
CC(=O)NCc1nnc2n1CCN(Cc1ccc(CC(C)C)cc1)CC2 | -4 | -5 | 1.9 | -0.1
COc1ccccc1NC(=O)Cn1ccn(-c2cccc(Cl)c2)c(=O)c1=O | -3 | 2 | -2.1 | 0.0
CCOC(=O)Nc1cccc(OCc2ccc(C#N)cc2)c1 | 16 | -5 | 0.0 | 0.7

# Other records.
SMILES,MITF inh,TEAD-YAP block,GPR151 ag,FBW7 activator
CCOc1ccc(NC(=O)CC2S/C(=N\N=C\c3ccc(C)o3)NC2=O)cc1 (stereo unspecified),4,12,-0.1,0.0
CN(CCn1ccnc1)C(=O)CC1C(=O)NCCN1CC(C)(C)C (stereo unspecified),1,1,0.0,0.1
Cc1cc(/C=C(\C#N)C(=O)N2CCOCC2)c(C)n1-c1ccccc1,2,71*,-3.3,-0.2
Cc1ccccc1C(=O)Nc1c2c(nn1-c1ccc([N+](=O)[O-])cc1)CS(=O)(=O)C2,1,-2,0.0,0.1
O=C(c1cc2nc(-c3ccc(F)cc3)cc(C(F)(F)F)n2n1)N1CCOCC1,-6,2,-1.2,-0.2
Cc1c(CNCCCc2ccccc2)c(C(=O)O)c(C)n1Cc1ccccc1,12,7,-0.1,-0.3
CC(=O)c1cccc(NC(=O)c2cc3sccc3n2C)c1,-8,-15,-0.8,-0.3
COCCCNC(=O)CCn1c(=O)[nH]c2ccccc2c1=O,-10,-5,2.4,0.2
COC(=O)c1ccccc1NC(=O)c1ccc([N+](=O)[O-])cc1Cl,-3,1,-0.1,0.1
CC(NS(=O)(=O)c1cccc2nsnc12)C12CC3CC(CC(C3)C1)C2 (stereo unspecified),8,2,1.8,-0.2

# Reprinted from the part before: 2 entries; new compounds follow.
SMILES,MITF inh,TEAD-YAP block,GPR151 ag,FBW7 activator
COC(=O)c1ccccc1NC(=O)c1ccc([N+](=O)[O-])cc1Cl,-3,1,-0.1,0.1
CC(NS(=O)(=O)c1cccc2nsnc12)C12CC3CC(CC(C3)C1)C2 (stereo unspecified),8,2,1.8,-0.2
O=C(Nc1ccccc1C(F)(F)F)c1ccccc1F,12,4,0.2,0.0
COc1cc([N+](=O)[O-])ccc1NC(=O)Nc1cc(C)on1,-2,8,-0.4,0.0
Cc1ccc(S(=O)(=O)N2CCSC2c2cccc(Cl)c2)cc1 (stereo unspecified),5,3,1.8,0.1
CCOC(=O)C1=C(C)NC2=C(C(=O)CC(c3ccc(Cl)cc3)C2)C1c1cccc(Cl)c1Cl (stereo unspecified),-5,17,0.3,0.6
Cc1ccsc1CCNC(=O)CCc1nnc2ccc(N3CCCCC3)nn12,2,4,-1.5,-0.1
CC1(C)CC(=O)c2cc(C#N)c(SCc3ccccc3)nc2C1,0,2,0.0,0.2
COc1cc(CN2CCC(n3nccc3NC(=O)Cc3ccccc3)CC2)cc(OC)c1,-3,5,2.4,-0.2
O=C1CS/C(=C/C(=O)c2cccc(Cl)c2)N1,3,-12,-2.0,0.4
Oc1ccc(CCNc2nc(NCc3ccc4c(c3)OCO4)nc3nc[nH]c23)cc1,9,8,2.6,0.1
c1ccc(CNc2nc(Nc3ccncc3)nc3c2ncn3-c2ccccc2)cc1,-1,-3,6.6*,-0.2
CCCOC(=O)c1cc(-c2ccc(/C=C3\C(=O)N(c4ccc(S(N)(=O)=O)cc4)N=C3C(F)(F)F)o2)ccc1Cl,7,10,-0.5,0.3
N#CCCN1c2ccccc2Sc2ccc(C(F)(F)F)cc21,6,-3,1.1,0.1
CC(C)Cn1c(NC(=O)Nc2ccccc2)c2ccccc2nc1=O,-3,3,-0.5,-0.1
CC(C)CC1(C(=O)O)NC(c2ccccc2O)C2C(=O)N(C(C)C)C(=O)C21 (stereo unspecified),-5,0,-0.7,0.0
